Bioassay records deposited in PubChem by several laboratories.
aSyn 5UTR inh = MLPCN primary screen, SNCA 5' untranslated region. alpha-synuclein 5'UTR reporter, inhibitor activity. 0.82% of 300,000 active. inhibition, % (tested at 7.5 µM). AID 1813, 2009; in the data active = inhibition above about 60%; inconclusive = no clear call, values can overlap the other calls;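 note: H4 neuroglioblastoma cells stably carrying SNCA 5'UTR luciferase fusion; 0% = DMSO wells and 100% = positive control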
HSF1 activator = HSF-1 activators, primary screen, NIH3T3-HGL cells, MG132 stress, luminescence, single point; NIH3T3-HGL HSF-1 luciferase reporter, 8 h; 100% = twice DMSO control signal; activation, % at 9 µM; 1.7% of 300,000 active;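 active = mean replicate activation of at least 50% with a set share of replicates each reaching 50%; inconclusive = only one of those two conditions met; inactive = mean below 50% and too few replicates reaching it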;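 note: 0% = median of the neutral control wells and 100% = twice that signal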
KLF5 inh = KLF5 expression inhibitors, primary screen, DLD-1 cells, luminescence. DLD-1 KLF5 promoter-luciferase reporter. inhibition, % at 5 µM. 0.23% of 290,000 active. AID 1700, 2009;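 active = inhibition above a per-plate limit of that plate's mean compound inhibition plus 3 SD, cut at about 60% in these data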;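 note: 0% = DMSO wells and 100% = LY294002 at 200 µM; higher means less KLF5 promoter-driven luciferase light; inactives centre near -14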
SKKanGAS inh = S. pyogenes SKKanGAS growth inhibitors in kanamycin, primary screen, streptokinase expression inhibitor project, SKKanGAS strain, BacTiter-Glo luminescence; 6 h; inhibition, % at 7.5 µM; AID 1662, 2009; 1.3% of 300,000 active;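 active = mean replicate score, as percent of positive control median, at least 50; inconclusive = mean below 50 but one replicate at or above 50; inactive = mean and every replicate below 50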;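 note: strain carries kanamycin resistance gene driven by streptokinase promoter and grows in 40 µg/ml kanamycin; loss of luminescence reflects streptokinase promoter inhibition or plain growth inhibition; 0% = median of DMSO wells and 100% = positive control at its reference dose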
Platelet DG rel = inhibitors of platelet dense granule secretion, primary screen, cell-based, MLPCN, human platelets; human platelet-rich plasma, SFLLRN dense granule ATP release, luminescence; inhibition, %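 (compounds screened at 7.5 µM in platelet-rich plasma)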; 0.22% of 300,000 active; AID 1663, 2009;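 active = mean replicate score, as percent of positive control, at or above 50; inconclusive = mean below 50 but at least one replicate at or above 50; inactive = mean and every replicate below 50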
HSF1 inh = HSF1 inhibitors in luciferase reporter cells, primary screen, cell-based, NIH3T3, luminescence | AID 2098, 2009 | 0.77% of 300,000 active | activity change, negative = inhibition, % at 7.5 µM (by protocol) | NIH3T3-HGL HSE-luciferase, MG132-induced, luminescence 8 h; stronger effect = lower value;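 active = more than half of replicate wells show activity change below -50%, luminescence cut by over half; inconclusive = some wells, but at most half, below -50%; inactive = no replicate well below -50%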;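 note: luciferase reports HSF-1 transcriptional activity via heat shock element; 0% = median of DMSO wells and -100% = zero luminescence signal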
HIF activator = HIF pathway transcriptional activators, primary screen, cell-based, U2OS HRE-luciferase, luminescence; activation, % at 7.5 µM (by protocol); U2OS HRE-luciferase reporter; normalized: DMSO 0%, desferrioxamine 100%; AID 1910, 2009; 0.32% of 300,000 active;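 active = mean activation of at least 10% of the iron chelator positive control signal, with at least half of replicates also reaching 10%; inconclusive = mean and replicate majority disagree about reaching 10%; inactive = mean and most replicates under 10%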
HSP90 refold inh = HSP90 inhibitors, primary screen, cell lysate, luminescence; 0.91% of 290,000 active; Rabbit reticulocyte lysate, luciferase refolding luminescence, 3 h; Heat shock protein HSP 90 (rabbit reticulocyte lysate; luciferase refolding); AID 1789, 2009; inhibition, % at 5.6 µM;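 active = inhibition above the screen-wide mean plus 3 SD, computed separately per campaign, cut at about 16% in these data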;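 note: 0% = DMSO wells and 100% = 60 µM geldanamycin wells; inhibitors lower the luminescence because luciferase stays unfolded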
AI-2 QS modul = Vibrio harveyi AI-2 quorum sensing modulators, primary screen, JMH597 strain, luminescence/OD600 ratio | Vibrio harveyi JMH597 AI-2 luminescence/OD600 ratio, 9 h; stronger effect = lower value; strain lacks LuxN and CqsS sensors; 0 = neutral-control median | activity change, % at 7.5 µM | 0.4% of 300,000 active; in the data active = activity change below about -75%, passing the limit was not always enough; inconclusive = no clear call, values can overlap the other calls;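 note: luminescence divided by OD600 gain over 9 h not by final OD600 alone; inactives centre near 13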
IEC-6 tox = cytotoxicity in IEC-6 intestinal epithelial cells, primary screen, cytotoxicity control for KLF5 inhibitor project, cell-based, luminescence; 0.78% of 290,000 active; inhibition, % at 5 µM; IEC-6 cytotoxicity, luminescence viability; in the data active = inhibition above about 22%;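 note: 0% = plate median of test compound wells and 100% = cytotoxic reference compound wells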
* hit, by the source's call; u = inconclusive; x = not tested or not shown.

SMILES	aSyn 5UTR inh	HSF1 activator	KLF5 inh	SKKanGAS inh	Platelet DG rel	HSF1 inh	HIF activator	HSP90 refold inh	AI-2 QS modul	IEC-6 tox
COc1ccc(C2=Nn3c(nnc3C(F)(F)F)SC2)cc1	-23.1	1.8	-1.6	-8.8	9.5	-5.0	4.6	0.3	28.8	15.9
O=C(CCC(=O)N1CCCCC1)Nc1ccc(Cl)c(Cl)c1	-9.9	15.5	-23.7	4.0	-4.9	4.5	0.2	-0.3	-78.2*	5.8
Cc1ccc(C)n1-c1ccc(C(=O)NN=C2CCCC2)cc1	-9.5	0.7	-2.8	-3.4	u	-3.9	0.2	2.1	33.6	0.3
CN1c2ccccc2-c2nc3ccccc3n2C1c1ccncc1 (stereo unspecified)	1.8	-0.9	3.1	-0.6	1.3	-3.6	-2.9	-0.6	17.6	-2.0
COc1ccc(O)c(CN2CCN(C/C=C/c3ccccc3)CC2)c1	-6.5	-1.7	-2.8	0.3	-6.2	0.3	1.0	4.9	29.9	-8.0
COc1ccccc1C(=O)COC(=O)CSC(C)C(=O)Nc1cc(C)on1 (stereo unspecified)	-1.3	3.8	x	1.3	-0.5	2.1	-1.4	x	3.9	x
CC1CC/C(=C\c2ccc3c(c2)OCO3)C(=O)/C1=C/c1ccc2c(c1)OCO2 (stereo unspecified)	-79.8	87.1*	-1.0	-0.4	-1.1	40.4	-0.4	4.7	0.2	6.2
NC(=O)C1CCN(c2cc(Cl)nc(N)n2)CC1	18.4	-5.2	-9.2	-2.7	0.1	-1.3	-0.1	-2.3	17.1	-2.6
O=C(Cn1cnc2c(nnn2Cc2ccccc2F)c1=O)OCc1ccccc1	-6.7	-1.8	7.0	-0.1	-2.4	5.2	-0.1	-1.4	15.3	1.2
COc1ccc(NC(=S)N/N=C/c2ccc(F)cc2)cc1OC	-73.2	54.7*	-30.3	-2.7	-1.9	48.0	0.4	2.7	0.0	2.7
Cc1ccc(N2C(=O)CC(NCC3CCCO3)C2=O)cc1 (stereo unspecified)	10.4	-6.1	-37.6	-2.9	12.8	5.5	-0.8	1.9	20.8	-5.4
C=CCOC(=O)C1=C(C)NC(=S)NC1c1cccs1 (stereo unspecified)	17.1	6.1	-41.5	9.7	3.6	5.4	-0.2	-2.4	-41.5	-3.5
COc1ccc(C2=Nn3c(nnc3-c3ccncc3)SC2)cc1	7.7	-25.9	-14.2	-6.5	2.1	-24.8	3.6	-0.3	18.2	3.4
Cn1c(SCC(=O)c2ccccc2)nc2cccnc21	-31.1	9.3	-44.0	7.0	x	14.0	2.3	1.6	12.6	-2.1
COc1cc(/C=C2\SC(=N)N(c3ccc(F)cc3)C2=O)ccc1O	11.2	-20.5	-19.0	-32.1	-4.3	-2.2	0.3	-2.0	36.8	12.1
Cc1c(C)n(CCCN(C)C)c2ncnc(NC3CCCCC3)c12	-35.6	22.3	-27.3	0.4	-6.5	-3.6	1.5	11.9	5.2	-3.9
CCOC(=O)c1ccc(NC(=O)NC2CC3CCC(C2)N3)cc1 (stereo unspecified)	27.1	48.4	-0.2	5.1	-0.8	20.1	1.1	-0.9	2.7	-4.2
COc1cccc(Oc2ccc(C(F)(F)F)cc2N)c1	-104.2	0.1	-22.7	-1.6	-4.5	4.6	2.4	1.6	10.5	-1.5
N#Cc1ccc(C(=O)Nc2nnc(-c3cccs3)o2)cc1	17.5	-3.4	-29.2	52.4*	7.5	6.4	0.1	0.6	u	0.1
Nc1c(SCCC(=O)O)ccc2c1C(=O)c1ccccc1C2=O	6.3	-8.9	-36.4	16.5	1.6	5.3	-0.1	-0.1	4.0	-1.9
CCCCNc1c([N+](=O)[O-])cc(C)cc1[N+](=O)[O-]	18.9	13.9	0.1	2.8	5.6	5.1	-0.4	1.4	1.8	-3.6
O=C(CSc1nc2ccccc2nc1N1CCCC1)Nc1ccc(F)cc1	22.0	-9.7	-18.9	-3.8	18.8	6.0	-0.1	-4.2	7.9	-1.0
O=C(CCc1nc2ccccc2c(=O)[nH]1)Nc1ccc(F)cc1	-5.0	43.7	-52.0	0.6	7.4	23.4	0.3	-7.9	8.5	-0.4
CCCCn1c(N)c(N(CC)C(=O)c2cc(CC)c(C)s2)c(=O)[nH]c1=O	-6.1	2.2	x	-1.2	-0.6	5.3	0.1	x	14.6	x
O=C1CCC(CCC(=O)N2CCCC(C(=O)c3ccc(Cl)cc3)C2)=NN1 (stereo unspecified)	-0.4	-2.7	-23.1	x	14.1	-0.6	0.3	-0.1	16.2	-2.1
CC(=O)Nc1ccc(CN2CCCC(CO)(Cc3cccc(Cl)c3)C2)cc1 (stereo unspecified)	1.7	7.5	-9.3	-21.9	1.6	-0.8	3.9	-0.5	-6.1	3.8
O=C(c1cccc(Oc2ccc([N+](=O)[O-])cc2Cl)c1)N1CCCCC1	3.5	46.7	-7.7	-1.0	4.1	14.9	0.0	8.0	30.4	4.4
O=C(Cn1nnc2ccccc2c1=O)N1CCCc2ccccc21	-11.2	-5.9	-17.7	0.0	-1.4	-2.4	0.1	-5.3	29.1	-0.5
COc1ccccc1CC(=O)Nc1sc2c(c1C(N)=O)CCCC2	24.6	-11.7	-33.8	4.7	-30.0	-1.9	0.0	-1.0	33.2	-8.4
COc1ccc(OC)c(NC(=O)CSc2nnc(-c3ccco3)n2-c2ccccc2)c1	50.8	36.4	23.3	-8.2	3.9	3.4	-0.2	6.5	17.0	5.7
O=C(NC(=S)Nc1ccc(O)cc1)c1cncc(Br)c1	-71.2	-1.6	x	5.9	-10.2	-0.4	1.1	x	22.8	x
CCOc1ccc(CN2CCNC(=O)C2CC(=O)NC2CCCCCC2)cc1 (stereo unspecified)	-13.0	-1.2	-3.3	-4.6	-5.3	-1.2	0.1	-1.7	2.2	1.7
O=C(NCC1CCCCC1)C1(CC2CC(c3ccc(Cl)cc3)=NO2)CCNCC1 (stereo unspecified)	-44.3	23.6	-9.1	3.3	-0.9	5.0	1.8	-1.5	9.1	1.5
O=C(Nc1cccc2ncccc12)c1ccc(-c2ccc(Br)cc2)o1	-79.2	6.4	-3.2	-9.9	11.9	8.7	0.3	-0.5	11.4	-3.6
Fc1ccc(Sc2nc(-c3ccccc3)nnc2C(F)(F)F)cc1	-0.5	66.5*	11.2	-10.1	-8.8	42.9	3.8	0.7	5.5	-1.3
Cc1ccccc1NC(=O)CN1C(=O)c2ccccc2C1=O	11.0	-3.4	-18.5	-0.9	-3.5	-4.9	-15.5	-1.4	17.3	-0.9
CCCN1CCN(S(=O)(=O)c2ccc(-n3cnnn3)cc2)CC1	-3.8	-10.9	-16.0	4.8	-5.7	-11.4	-0.5	3.9	9.5	3.7
CC(C)(C)c1ccc(OCC(=O)NCCN2CCCC2)cc1	-14.8	24.8	-21.9	-1.6	-20.6	13.4	0.3	-4.0	-7.0	1.3
O=C(c1ccco1)N1CCN(C(=O)c2ccccc2OC(=O)C23CC4CC(CC(C4)C2)C3)CC1	6.1	28.1	2.0	5.5	2.3	6.9	-0.6	-0.4	17.4	-2.7
O=C(C1CCN(S(=O)(=O)c2ccccc2[N+](=O)[O-])CC1)N1CCOCC1	-8.0	0.6	-4.8	-5.0	0.7	-0.6	-0.4	-5.4	21.3	0.8
Cn1nc(C(F)(F)F)c(C#N)c1N1CCN(c2ccc(F)cc2)CC1	-29.7	-10.4	-18.0	-3.0	1.1	-10.1	0.8	-1.6	5.0	0.0
Cc1nc(CCNC(=O)C2CCC(=O)N(CCc3cccc(F)c3)C2)sc1C (stereo unspecified)	-13.7	-10.9	-5.3	1.8	2.9	-12.4	-0.2	0.1	-2.5	7.1
COc1ccc(Cc2nc(C(=O)Nc3ccccc3)cs2)cc1	-73.1	58.9*	-83.4	-5.6	x	26.6	0.2	-5.1	22.2	-1.2
COc1ccc(CN2c3cc(S(=O)(=O)N4CCOCC4)ccc3N3CCCC32)cc1 (stereo unspecified)	2.4	7.1	-12.8	0.9	4.3	-3.2	-0.1	6.0	-0.3	2.8
CCOC(=O)c1sc2nc(C)nc(NCCc3ccccn3)c2c1C	20.9	21.5	-2.8	-5.9	-3.0	10.3	0.2	1.2	12.9	1.5
CN(CC(=O)Nc1cccc(F)c1)C(=O)/C=C/c1cn(Cc2ccccc2)nc1-c1cccnc1	6.2	2.0	x	-9.3	-0.1	0.2	0.0	x	10.6	x
Cc1cc(C(F)(F)F)n2ncc(-c3cccc(Br)c3)c2n1	-11.7	-4.9	2.9	-17.1	-0.6	-5.2	-0.5	1.5	35.1	13.0
CC1CCc2c(sc(/N=C/N(C)C)c2C#N)C1 (stereo unspecified)	-80.4	u	-36.6	2.2	0.3	29.1	1.1	0.9	10.0	2.4
CCc1cc2c(-n3nc(C)cc3C)ncnc2s1	-1.0	-4.3	-22.5	-3.6	0.8	-3.9	-0.4	39.2*	12.3	-0.4
CCC(C)(C)C1CCC2(CC1)NC(=S)N(c1ccccc1)N2 (stereo unspecified)	-15.5	12.6	-4.8	1.1	4.6	-3.9	1.0	0.6	28.0	-3.0

Additional compounds
SMILES	aSyn 5UTR inh	HSF1 activator	KLF5 inh	SKKanGAS inh	Platelet DG rel	HSF1 inh	HIF activator	HSP90 refold inh	AI-2 QS modul	IEC-6 tox
Cc1ccccc1OCC(O)Cn1c(NCc2ccccc2)nc2c1c(=O)[nH]c(=O)n2C (stereo unspecified)	19.2	-9.7	-33.8	-2.8	5.9	-2.9	-0.4	4.6	9.7	2.6
COc1ccc(N2CCN(Cc3nc(-c4ccc(Cl)cc4Cl)no3)CC2)cc1	-18.1	3.6	14.1	-3.9	-15.5	-2.3	-0.5	0.1	15.0	2.9
Cc1cc(F)c(F)c(C(=O)NC2CC2)c1Cl	4.6	-4.3	-30.7	-4.9	-4.4	-7.5	-0.2	-0.2	24.9	0.6
COc1ccccc1C(=O)COC(=O)/C=C/c1ccccc1	-69.0	14.9	-18.2	17.1	u	13.8	2.6	4.2	u	5.6
COc1cc(/C=N/NC(=O)C(N)=O)ccc1OC(=O)c1cccs1	0.8	-14.6	-6.8	0.9	-0.8	5.8	0.0	3.5	18.3	-6.0
CCCCCN(C(=O)CCC(=O)OCC(=O)c1ccc(C(C)CC)cc1)c1c(N)n(CCCC)c(=O)[nH]c1=O (stereo unspecified)	26.9	22.7	x	11.2	6.2	7.5	u	x	7.8	x
